Compound activity (PubChem BioAssay)
S2 tox: viability counter-screen for ATXN expression inhibitors | actives 0.49% (n = 400,000) | S2 cells (HEK-293 line with an ATXN2-luciferase reporter) viability, CellTiter-Fluor protease fluorescence, 24 h | Potency, µM (top dose mostly 56.7 µM), usual class: cytotoxic; further: potency means the concentration at half of the fitted maximal effect; nearly all actives have a fitted effect of over 40% in size
HT1080 IDH1KD tx: HT-1080 IDH1 knockdown cell toxicity (counter line) | HT-1080 IDH1 knockdown viability, ATP luminescence, 48 h | Potency, µM (top dose mostly 46.1 µM), without a hit: at the highest dose activity, negative = toxicity, usual class: cytotoxic | actives 2% (n = 360,000);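 further: potency means the concentration at half of the fitted maximal effect; 0% = DMSO wells and -100% = cell-free medium wells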
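Luminescent ATP read-out (CellTiter-Glo, 10 min at room temperature) after 48 h compound exposure at 37 °C gave viability of IDH1-knockdown HT-1080 cells. Activity was normalised to DMSO and cell-free wells, then fitted as concentration-response curves.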
SW480 rereplic: inducers of DNA re-replication in SW480 colon cancer cells | SW480 DNA re-replication, Hoechst DNA content imaging, 48 h | Potency, µM (highest dose often 46.1 µM), inactives show at the top dose re-replication activation, usual class: activators | actives 1.8% (n = 340,000); further: potency means the concentration at half of the fitted maximal effect; % of control where 0% means no effect; nearly all actives have a fitted effect of over 55% in size
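Quantitative HTS format with DMSO vehicle controls; 48 hr drug incubation at 37 C, then 40 min Hoechst staining and scanning imager measurement at 405 nm excitation.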
HepG2 viability: counter-screen for TGF-b inhibitors: cytotoxicity in HepG2 cells; actives 0.76% (n = 410,000); AID 588856; Potency, µM (highest dose often 46.1 µM), without a hit: top-dose activity change, negative = cytotoxicity, most hits filed as cytotoxic; HepG2 CAGA-GFP viability, ATP luminescence, 18 h; further: potency means the concentration at half of the fitted maximal effect; some results filed as inactive show a strong effect at the top dose
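CellTiter-Glo luminescence gave cytotoxicity after 18 hours at 37 degrees C. The cells were HepG2 CAGA-GFP in 1% FBS DMEM, stimulated with 500 pg/mL TGF-beta after compound addition. %Activity was normalised to no-cell wells (complete cell-killing) and DMSO (no toxicity), and curves were fitted and classified.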
MCF10A rereplic: inducers of DNA re-replication in MCF 10A breast cells; MCF 10A DNA re-replication, Hoechst nuclear intensity, 48 h; Potency, µM (highest dose often 46.1 µM), without a hit: top-dose activity, positive = re-replication, actives largely listed as activators; actives 2.9% (n = 350,000); AID 624296; further: potency means the concentration at half of the fitted maximal effect; % of control where 0% means no effect; nearly all actives have a fitted effect of over 50% in size
HT1080-NT tox: kills 2HG-producing HT-1080-NT fibrosarcoma cells; HT-1080-NT fibrosarcoma viability, CellTiter-Glo ATP luminescence, 48 h; Potency, µM (doses to about 46.1 µM), for the others: at the top dose activity, negative = less viability, most hits filed as cytotoxic; actives 1.6% (n = 360,000); AID 686970;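 further: NT is the 2HG producing partner of a matched IDH1 knockdown line; potency means the concentration at half of the fitted maximal effect; 0% = DMSO-treated cells and -100% = media-only wells without cells; nearly all actives have a fitted effect of over 55% in size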
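HT-1080-NT; 750 cells/well; 5% FBS RPMI; 48 h compound, 37 degrees C; CellTiter-Glo luminescence; curve fitting and curve-class assignment.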
IL1B secr inh: inflammasome signaling inhibition, IL-1 beta readout; THP-1 LPS/ATP IL-1B secretion, AlphaLISA, 16 h; active compounds read low; AID 743279; activity change, % at 57.5 µM; actives 4.7% (n = 360,000); in the data active means activity change below about -50%; inconclusive means mostly about -30% to -49%; further: on the % scale 0 is the no-effect control and ±100 the full control effect
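THP-1 cells pretreated 1 hr with compounds (up to 57.5 uM final), then stimulated with LPS (250 ng/mL final) plus ATP (1.25 mM final); secreted IL-1B measured by AlphaLISA after 16 hr, decreased signal indicating inhibition.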
KB-3-1 cytotox: kills parental KB-3-1 adenocarcinoma cells; Potency, µM (doses to about 46.1 µM), inactives show at the top dose activity change, negative = cytotoxic, most hits filed as cytotoxic; KB-3-1 viability, CellTiter-Glo ATP luminescence, 72 h; actives 1.4% (n = 400,000); AID 1347075; further: potency means the concentration at half of the fitted maximal effect; on the % scale 0 is the no-effect control and ±100 the full control effect; nearly all actives have a fitted effect of over 60% in size
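Viability of parental KB-3-1 cells, measured by CellTiter-Glo luminescence, followed a 72 h incubation at 37 °C with pinned compounds in phenol-red-free DMEM containing 10% FBS.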
ATXN2 expr inh: inhibitors of ATXN2 expression; AID 1745845; actives 0.72% (n = 360,000); HEK-293 ATXN2-luciferase reporter, luminescence, 24 h; Potency, µM (series often up to 57 µM), without a hit: at the highest dose activity change, negative = inhibition, hits mostly inhibitors; further: potency means the concentration at half of the fitted maximal effect; on the % scale 0 is the no-effect control and ±100 the full control effect; nearly all actives have a fitted effect of over 55% in size
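ATXN2-luciferase reporter cells (luciferase flanked by upstream and downstream ATXN2 gene portions) were treated 24 h at 37 °C with compounds at up to 57 uM. SteadyGlo luminescence gave expression; GF-AFC fluorescence gave viability.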
* hit, by the source's call; i = inactive; ? = inconclusive; . = no result given; [ ] = remark or other dose. Unless noted, the call rests on the fitted dose curve; in most records, active means well fitted curve in the direction sought with a large enough effect; inconclusive means small, poorly fitted or top-dose-only effect, or another doubt; inactive means no such curve, though single readings can be large; an effect the other way counts as inactive or inconclusive.

SMILES	S2 tox	HT1080 IDH1KD tx	SW480 rereplic	HepG2 viability	MCF10A rereplic	HT1080-NT tox	IL1B secr inh	KB-3-1 cytotox	ATXN2 expr inh
CC(=O)OC1[C@H](Oc2c(O)c(C)c3c4c2[C@@H](C)CC[C@@H]4[C@@H](C)C[C@@H]3C=C(C)C)OC[C@@H](O)[C@@H]1O (stereo partly specified)	i	10%	-9%	-48%	?	-22%	-3	-2%	3%
Cc1cccc(C(=O)N2CC3(C)CC2CC(C)(C)C3)c1 (stereo unspecified)	i	9%	1%	-5%	9%	9%	22	-6%	5%
Cc1ccccc1NC(=O)c1[nH]cnc1C(=O)NN	i	5%	0%	-7%	2%	4%	16	?	-6%
Cn1cc(CNC(=O)CC2C(=O)NCCN2CC(C)(C)C)cn1 (stereo unspecified)	i	7%	-11%	-2%	-8%	2%	-17	-1%	4%
O=c1[nH]c2ccc(S(=O)(=O)Nc3ccccc3O)cc2[nH]1	i	-5%	-3%	10%	-5%	0%	-7	-6%	21%
CCOC(=O)c1ccc(NC(=O)COc2ccc(-n3cnnn3)cc2)cc1	i	?	-7%	-25%	1%	1%	-9	-4%	-4%
COc1ccccc1OCc1nc(C#N)c(N2CC(C)CC(C)C2)o1 (stereo unspecified)	i	-4%	-7%	-22%	21%	-7%	-25	2%	-21%
COc1ccc(NC(=O)NCc2ccccc2F)cc1OC	i	6%	141%[1.84 µM]	-26%	-1%	12%	-6	3%	-5%
O=[N+]([O-])c1ccc(CS(=O)(=O)c2ncn[nH]2)cc1	?	10%	1%	-1%	4%	7%	7	-1%	-16%
CCCSc1ncnc2c1oc1ccccc12	i	4%	-1%	4%	0%	0%	11	-5%	41%[activator]
O=C(CSc1nc2c(cnn2-c2ccc(F)cc2)c(=O)[nH]1)Nc1ccc(Br)cc1	i	.	.	-20%	.	.	.	1%	-6%
CCn1c(COc2ccc(C)cc2)nnc1SCC(=O)NNC(=O)c1ccc(OC)cc1	i	16%	-4%	2%	-5%	15%	18	2%	-17%
CCOC(=O)C(O)(NC(=O)c1cccnc1)C(F)(F)F (stereo unspecified)	i	-1%	1%	10%	-6%	0%	-3	6%	-3%
O=C(Nc1ccc(Cl)cc1)N[C@@H]1c2c(ccc3ccccc23)OC[C@@H]1CO	i	?	7%	-33%	7%	-10%	-9	?	-8%
COC(=O)c1ccc(CSc2nc3ccncc3n2Cc2ccc(F)cc2)cc1	i	.	.	-19%	.	.	.	1%	15%
CC1(C)OC(=O)C2=C(C[C@@H](CCc3ccccc3)O[C@H]2CCc2cccc(Cl)c2)O1	i	-23%	.	.	.	-1%	18	1%	18%
CC(C)Cc1nn2c(=O)cc(COC(=O)c3ccc4c(c3)OCO4)nc2s1	i	.	.	-17%	.	.	.	1%	11%
Cc1cc(C(=O)Nc2c(C)nn(Cc3ccc(F)cc3)c2C)no1	i	.	.	0%	.	.	.	1%	-3%
O=c1nc(SCc2c(F)cccc2Cl)nc(-c2ccc(Cl)cc2)[nH]1	i	0%	-40%	14%	?	7%	12	1%	-11%
CC1(/[N+]([O-])=C\c2ccccc2F)CCCCC1=O (stereo unspecified)	i	16%	-10%	-19%	2%	14%	-13	?	-15%
COc1ccccc1C(=O)NC(CCSC)C(=O)OCC(=O)N1CCN(S(=O)(=O)c2ccc(C)cc2)CC1 (stereo unspecified)	i	4%	-8%	-29%	6%	3%	1	3%	2%
C=C(C)C1CC=C(C)/C(=N\NC(=O)CCc2ccccc2)C1 (stereo unspecified)	i	17%	20%	4%	15%	25%	-15	-2%	-20%
CC(C)c1ccc(/C=N/n2cnnc2)cc1	i	4%	-4%	-37%	3%	-2%	11	-18%	32%
COc1ccc(CN(C)C(=O)CNC(=O)c2ccc3ccccc3c2)c(OC)c1	i	7%	-2%	-10%	14%	10%	-17	-2%	-12%
COc1cccc(/C=C/C(=O)Nc2ccc(OC)nc2)c1	?	19%	-7%	-19%	-8%	9%	-2	?	43%[activator]

(next part)
SMILES	S2 tox	HT1080 IDH1KD tx	SW480 rereplic	HepG2 viability	MCF10A rereplic	HT1080-NT tox	IL1B secr inh	KB-3-1 cytotox	ATXN2 expr inh
COC(=O)c1ccc2c(c1)nc(C)n2CCO	i	4%	-3%	-12%	0%	14%	9	0%	-2%
Cc1onc(-c2ccccc2)c1C(=O)Nc1nc(-c2cc(F)ccc2F)cs1	?	?	1%	-12%	?	-30%	43	3%	25%
Cc1ccc(SCCOCCN2CC(C)OC(C)C2)cc1 (stereo unspecified)	i	-1%	1%	-13%	25%	-17%	24	-1%	4%
COc1ccc([N+](=O)[O-])cc1NC(=O)Cc1noc2ccccc12	i	4%	10%	-70%	17%	19%	-10	4%	-11%
O=C(NCc1ccccn1)C1CC(c2ccccc2O)=NO1 (stereo unspecified)	i	2%	1%	-10%	-31%[inhibitor]	6%	0	12%	25%
CN(C1CCCCC1)S(=O)(=O)c1ccc(S(=O)(=O)N(CC(=O)Nc2ccccc2)C2CC2)cc1	i	-6%	3.7µM*	-25%	13%	-17%	15	-9%	.
CC1CCCN(c2c([N+](=O)[O-])cc(C(=O)O)cc2[N+](=O)[O-])C1 (stereo unspecified)	i	-7%	-7%	0%	-6%	0%	1	2%	.
Cc1cc(C)cc(NC(=O)C2CCN(c3nc4ccccc4nc3C(F)(F)F)CC2)c1	i	.	.	1%	.	.	.	-5%	1%
O=C(Nc1nccs1)C1(c2ccc(Cl)cc2)CC1	i	4%	15%	-19%	0%	-6%	7	3%	-14%[11.3 µM]
CCOC(=O)Cn1nnc(-c2ccc([N+](=O)[O-])cc2)n1	i	0%	14%	-8%	33%	4%	-7	7%	-5%
CC1=C(C(=O)Nc2ccccc2C)C(c2ccc(C)o2)C2=C(CCCC2=O)N1 (stereo unspecified)	i	-13%	-12%	-1%	?	?	-14	?	0%
Nc1ccc(SCC(=O)Nc2cccc([N+](=O)[O-])c2)cc1	i	-4%	-2%	-4%	2%	-3%	-19	-9%	-1%
COc1ccc(-c2ccc(NS(=O)(=O)c3cccc([N+](=O)[O-])c3)cc2)nn1	i	-3%	1%	-10%	-1%	-7%	-4	-4%	.
CCOC(=O)c1c(C)n(CCNC(C)=O)c2ccc(OC)cc12	i	13%	1%	-17%	16%	12%	10	1%	7%
CC(OCC(O)CNCC1COc2ccccc2O1)c1ccc(Cl)cc1 (stereo unspecified)	i	?	-5%	-5%	?	?	-20	0%	-7%
CCN1CCN(c2cc(C)c3cc(NC(=S)N4CCCC(C)C4)ccc3n2)CC1 (stereo unspecified)	?	16µM*	?	2%	5%	?	-13	?	-5%
Cc1ccc(N2C(=O)C3CCCN3C2=S)cc1 (stereo unspecified)	i	0%	-3%	-10%	1%	8%	-3	16%	4%
COc1ccc(S(=O)(=O)N2CCOCC2)cc1NC(=O)c1ccc(OC(F)F)cc1	i	-1%	-132%[inhibitor]	-13%	9%	-15%	-17	17%	-14%
O=C(OCC(=O)N1CCC(Cc2ccccc2)CC1)c1ccccc1F	.	0%	-7%	1%	?	0%	16	2%	.
COC(=O)[C@H](CCSC)NC(=O)Nc1cccc(Br)c1	i	-2%	-9%	8%	-2%	5%	-25	4%	-11%
COn1c(SC2CCCCC2)nc2ccccc2c1=O	i	6%	-7%	-5%	?	11%	21	0%	6%
Cc1[nH]nc2c1C(c1cnn(C)c1)C(C#N)=C(N)O2 (stereo unspecified)	i	-6%	4%	-7%	2%	1%	?	0%	?
COc1ccc(C(=O)O)cc1S(=O)(=O)N1CCN(Cc2ccc3c(c2)OCO3)CC1	i	17%	-2%	15%	7%	14%	18	9%	7%
CCOc1cc(C(=O)NC(C)C2CC3CCC2C3)cc(OCC)c1OCC (stereo unspecified)	i	26%	-3%	-16%	13µM*	19%	25	3%	10%
O=C(Nc1ccc(Cl)c(Cl)c1)c1cccnc1	i	9%	0%	-1%	4%	9%	-8	0%	.

Molecules listed so far containing an NH in an aromatic ring:
SMILES	S2 tox	HT1080 IDH1KD tx	SW480 rereplic	HepG2 viability	MCF10A rereplic	HT1080-NT tox	IL1B secr inh	KB-3-1 cytotox	ATXN2 expr inh
Cc1ccccc1NC(=O)c1[nH]cnc1C(=O)NN	i	5%	0%	-7%	2%	4%	16	?	-6%
O=c1[nH]c2ccc(S(=O)(=O)Nc3ccccc3O)cc2[nH]1	i	-5%	-3%	10%	-5%	0%	-7	-6%	21%
O=[N+]([O-])c1ccc(CS(=O)(=O)c2ncn[nH]2)cc1	?	10%	1%	-1%	4%	7%	7	-1%	-16%
O=C(CSc1nc2c(cnn2-c2ccc(F)cc2)c(=O)[nH]1)Nc1ccc(Br)cc1	i	.	.	-20%	.	.	.	1%	-6%
O=c1nc(SCc2c(F)cccc2Cl)nc(-c2ccc(Cl)cc2)[nH]1	i	0%	-40%	14%	?	7%	12	1%	-11%
Cc1[nH]nc2c1C(c1cnn(C)c1)C(C#N)=C(N)O2 (stereo unspecified)	i	-6%	4%	-7%	2%	1%	?	0%	?
